USP2a inh: inhibitors of human ubiquitin-specific protease USP2a | Potency, µM (doses to about 38.3 µM), for inactives: at the highest dose activity change, negative = inhibition, hits mostly inhibitors | AID 927 | O75604 | hit rate 0.1% among 60,000 | USP2a enzymatic assay, qHTS inhibition;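 further: potency means the concentration at half of the fitted maximal effect; nearly all actives have a fitted effect of over 60% in size; plate controls were DMSO for no effect and NEM full inhibition control for full effect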
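20 nM USP2 core + cpd, 30 min RT; add 20 nM Ub-PLA2/20 uM NBD C6-HPC; read Ex460/Em535 at 0 h and 2.5 h. Normalized to NEM; qHTS curve fit/classification.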
Ub-GFP proteasome: ubiquitin-GFP accumulation via proteasome inhibition. AID 526. 67,000 tested, under 10 active. Ubiquitin-GFP reporter cells, proteasome inhibition, GFP fluorescence; response scale: untreated = 0%, 10 µM MG-132 = 100%. Potency, µM (highest dose often 45.9 µM), without a hit: top-dose activation (GFP accumulation), actives largely listed as activators; active means well fitted activation curve with a large enough effect, not every such curve was filed as active; inconclusive means small, poorly fitted or top-dose-only effect, or another doubt; inactive means no such curve, though single readings can be large or run the other way; further: potency means the concentration at half of the fitted maximal effect
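Proteasome block read as GFP accumulation: ubiquitin(G76V)-GFP U2OS cells exposed to compound (2.9 nM–46 uM) for 4 hr at 37 C. Normalization used untreated cells as 0% and 10 uM MG-132 as 100%; concentration-response curves fitted.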
15-hLO inh: 15-hLO (ALOX15) enzyme inhibition. Potency, µM (series often up to 57.1 µM), without a hit: at the highest dose activity change, negative = inhibition, most hits filed as inhibitors. hit rate 1.4% among 74,000. AID 887. purified 15hLO-1, xylenol orange hydroperoxide absorbance. P16050; further: potency means the concentration at half of the fitted maximal effect; on the % scale 0 is the no-effect control and ±100 the full control effect; nearly all actives have a fitted effect of over 55% in size
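Quantitative HTS in 25 mM Hepes pH 7.5 containing 0.01% Triton X-100: human 15hLO-1 at 40 nM, arachidonic acid at 50 uM, 6 min turnover. Product quantified via ferrous oxidation/xylenol orange, 573:405 nm absorbance ratio.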
Pol III holo inh: inhibitors of bacterial DNA polymerase III holoenzyme. reconstituted DNA polymerase III holoenzyme replication, biochemical. Potency, µM (top dose mostly 57.1 µM), for the others: at the top dose activity change, negative = inhibition. hit rate 0.25% among 71,000; further: potency means the concentration at half of the fitted maximal effect; on the % scale 0 is the no-effect control and ±100 the full control effect
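Reconstituted *E. coli* holoenzyme (0.35 nM Pol III, 1 nM beta, 154 nM SSB, 2 nM primase) was preincubated with compound for 15 min at RT. Synthesis on 1.4 nM ssM13Gori ran 35 min, then was stopped with PicoGreen/EDTA and read as dsDNA fluorescence.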
BRCT PPI green: inhibitors of human BRCA1 BRCT-phosphoprotein interaction (green fluorophore) | hit rate 0.05% among 75,000 | Potency, µM (series often up to 76.9 µM), for inactives: top-dose activity change, negative = inhibition, usual class: inhibitors | BRCA1 BRCT-phosphopeptide binding, green fluorescence polarization;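 further: potency means the concentration at half of the fitted maximal effect; plate controls were peptide without protein for full effect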
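Compounds were incubated for 12 min at room temperature with a complex of 100 nM fluorescein-tagged pBACH1 decapeptide and 250 nM His-tagged BRCT protein. Buffer was phosphate pH 7.3 with EDTA, DTT and Tween 20. Disruption of binding lowers the polarization signal.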
BRCT inh red: disrupts BRCA1 BRCT binding to phosphoprotein, red fluorophore readout. BRCT-phosphopeptide binding, red fluorescence polarization. Potency, µM (top dose mostly 76.9 µM), without a hit: at the top dose activity change, negative = inhibition, hits mostly inhibitors. hit rate 0.03% among 75,000. P38398; further: on the % scale 0 is the no-effect control and ±100 the full control effect
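Rhodamine-labelled pBACH1 10-mer (100 nM) bound to BRCT domain (100 nM) at pH 7.3; compounds incubated 12 min room temperature, polarization read. Free peptide defines full inhibition; unlabelled decapeptide titrated as control.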
Hsp90 Hop PPI: changes Hsp90-Hop TPR2A binding signal, up or down; AlphaScreen TPR2A-His6 binding biotin-Hsp90 C-terminal peptide; Potency, µM (top dose mostly 57 µM), inactives show at the highest dose activity change, negative = inhibition; hit rate 0.44% among 71,000; AID 595; active means well fitted curve in either direction with a large enough effect; inconclusive means small, poorly fitted or top-dose-only effect, or another doubt; further: potency means the concentration at half of the fitted maximal effect; on the % scale 0 is the no-effect control and ±100 the full control effect; many of its hits are not listed in these tables
HBB splicing: alters splicing of the hemoglobin beta chain; HBB splicing reporter cell assay, activation; EGFP reporter with mutant IVS2-654 intron; response scale: normalised to 500 nM splice-correcting PNA; Potency, µM (doses to about 46.1 µM), for the others: top-dose activation, most hits filed as activators; hit rate 0.06% among 65,000; further: potency means the concentration at half of the fitted maximal effect; 0% is about no effect
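Compounds were applied for 2 days to HeLa EGFP-654 cells, 500/well in Optimem with 2% FCS. The reporter's EGFP is disrupted by mis-splicing of beta-globin intron IVS2-654. Readout: summed well GFP fluorescence from 488 nm laser scanning; reference was 500 nM antisense […] 654 PNA.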
GFP derepression: epigenetic GFP locus derepression in mouse cells; mouse C127i GFP locus derepression, cytometry, 30 h; Potency, µM (highest dose often 46.1 µM), for the others: at the top dose GFP derepression (activation); hit rate 0.09% among 68,000; AID 597; further: % of control where 0% means no effect
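Murine C127i mammary cells carrying a silenced, stably integrated CMV-driven GFP reporter were treated with compound for 30 hours at 37 C. After PBS washes, GFP-positive cells were counted by laser-scanning microplate cytometry.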
HADH2 inhib: inhibitors of human HADH2 dehydrogenase | Q99714 | recombinant HADH2, NADH fluorescence, beta-hydroxybutyryl-CoA | Potency, µM (highest dose often 57.1 µM), without a hit: at the highest dose activity change, negative = inhibition, usual class: inhibitors | hit rate 3.4% among 73,000 | AID 886; further: potency means the concentration at half of the fitted maximal effect; on the % scale 0 is the no-effect control and ±100 the full control effect; nearly all actives have a fitted effect of over 60% in size; many of its hits are not listed in these tables
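NADH fluorescence (ex 360/em 450 nm) read every 30 s for 4 min; activity taken as last-minus-first time point difference. Enzyme 20 nM, NAD+ 1 mM, beta-hydroxybutyryl-CoA 90 uM, pH 9.0 Tris buffer.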
CRE Fsk mod: modulators of forskolin-stimulated CRE signaling in CHO cells | CHO CRE-bla reporter (cAMP response element driving beta-lactamase), forskolin EC10, beta-lactamase ratio | Potency, µM (top dose mostly 38.2 µM), inactives show top-dose activity change, negative = inhibition, most hits filed as activators | hit rate 2.5% among 71,000 | AID 662; active means well fitted activation curve with a large enough effect in the signal ratio, with a control signal flat, not every such curve was filed as active; inconclusive means small, poorly fitted or top-dose-only effect, or effect the other way, or a change in a side signal; the % refers to the signal ratio; further: potency means the concentration at half of the fitted maximal effect; % of control where 0% means no effect
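Forskolin analogue NKH 477 at EC10 stimulated CRE-driven beta-lactamase in CHO cells alongside compound dilution series. Beta-lactamase was measured with CCF4, excitation 405 nm, emission ratio 460/530 nm.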
Active calls of the source: *; i = inactive; u = inconclusive; x = no result given; [ ] = another dose, or the depositor's remark. Unless noted, the call rests on the fitted dose curve; in most records, active means well fitted curve in the direction sought with a large enough effect; inconclusive means small, poorly fitted or top-dose-only effect, or another doubt; inactive means no such curve, though single readings can be large; an effect the other way counts as inactive or inconclusive.

SMILES | USP2a inh | Ub-GFP proteasome | 15-hLO inh | Pol III holo inh | BRCT PPI green | BRCT inh red | Hsp90 Hop PPI | HBB splicing | GFP derepression | HADH2 inhib | CRE Fsk mod
COc1ccc(OC)c(NC(=O)C2COc3ccccc3O2)c1 (configuration not stated) | 5% | -15% | -16% | 2% | 2.3% | -1.0% | 8% | -1.4% | 0% | -14% | 8%
COc1ccc(CCNC(=O)CN(C)S(=O)(=O)c2cccc3nsnc23)cc1OC | 6% | 20% | 0% | -6% | 1.7% | -2.2% | 4% | 1.0% | 6% | -5% | 0%
N=c1sccn1CC(=O)Nc1ccc(S(=O)(=O)N2CCOCC2)cc1 | -12% | -5% | 2% | -9% | 0.0% | -0.4% | 1% | -0.9% | -1% | 11% | -6%
N=C(C[C@@H](O)COc1ccccc1-c1ccccc1)N1CCCCC1 | x | -1% | -8%[25.6 µM] | -8% | 0.3% | -0.5% | -5% | x | 0% | 8% | -25%
COc1cc(C(N)=O)cc(Br)c1OC | -6% | 1% | -7% | -1% | -5.1% | -1.9% | -4% | 0.0% | 0% | -9% | 4%
COc1cc(NC(=O)c2c(F)cccc2F)nc(OC)n1 | -3% | -4% | 9% | 8% | -1.6% | -0.5% | 1% | 0.1% | -1% | -8% | u
CCCCCC(N)=O | x | x | 6% | -3% | -2.3% | -0.3% | -1% | 0.8% | x | 0% | -12%
COc1cc2c(=O)n(CC3CCCO3)c(=O)n(CC(=O)Nc3cccc(Cl)c3)c2cc1OC (configuration not stated) | 61%[activator] | 5% | -4% | 1% | 1.5% | -1.6% | 0% | 0.0% | -2% | -8% | u
CCOC(=O)C1=C(C)NC(=O)NC1c1ccc(OCC(=O)OC)c(OC)c1 (configuration not stated) | x | -3% | 11% | -4% | 0.4% | -0.5% | -2% | 0.3%[57.5 µM] | 2% | -1% | -3%
CCCOc1ccc(-c2nc(N)n[nH]2)cc1 | -3% | -15% | 3% | 0% | -2.0% | -0.4% | -4% | -1.5% | -4% | 0% | -6%
COc1cccc2cc(C(=O)C3=C(O)C(=O)N(CCN4CCOCC4)C3c3cccs3)oc12 (configuration not stated) | 22% | x | 4% | -11% | 2.4% | -0.8% | 1% | 0.5%[0.369 µM] | -2% | u | -5%
O=C(NCC(=O)N(Cc1cccs1)C(C(=O)NC1CCCC1)c1ccncc1)c1ccco1 (configuration not stated) | 8% | 3% | -9% | -7% | 0.7% | -2.7% | -4% | -0.9% | -3% | u | 7%
O=C(NCc1ccccc1)c1cccc(NC(=O)c2ccco2)c1 | 9% | -6% | 7% | -11% | 0.5% | 0.0% | -5% | -1.1%[9.22 µM] | -2% | 5% | -10%
CC1(CCC#N)N=C(SCCC#N)N(c2ccccc2)C1=O (configuration not stated) | 3% | -1% | 10% | -7% | -1.4% | -0.8% | 2% | x | 1% | -8% | -1%
Clc1cc2c(c(Cn3cnc4ccccc43)c1)OCOC2 | 41%[activator] | -4% | 18% | 0% | 6.3% | 0.7% | 0% | 1.0% | -3% | -22% | 8%
CCOC(=O)C1CCN(C(=O)CNS(=O)(=O)c2cccs2)CC1 | 0% | -3% | -1% | -4% | -0.4% | -0.3% | -4% | -0.3% | 4% | 6% | 1%
Cc1ccc(NS(=O)(=O)c2cc(C(=O)N3CCN(C)CC3)ccc2C)cc1 | 4% | 0% | 7% | -4% | -1.8% | -1.7% | -2% | 2.5% | 3% | -4% | -3%
CO[C@H]1COC(=O)[C@H]2CCCN2C(=O)[C@@H](C)COC(=O)C/C=C\[C@@H]1C | x | x | -2%[11.4 µM] | x | 0.8%[15.4 µM] | 0.4%[15.4 µM] | x | 1.8%[9.22 µM] | x | 6%[11.4 µM] | x
CCOCCCNC(=O)C(C)NS(=O)(=O)c1ccc(C)cc1 (configuration not stated) | 4% | -2% | 4% | -2% | -3.3% | -1.9% | -2% | -0.2% | 3% | -22% | u
CCOc1ccccc1C(=O)N1CCC(n2nnc3cc(C)ccc32)CC1 | 20% | 2% | u | 7% | 5.7% | -2.4% | u | 0.4%[57.5 µM] | -1% | 6% | 12%
COc1ccc(N2CCN(c3oc(-c4ccccc4OC)nc3C#N)CC2)cc1 | -4% | -3% | 2% | -3% | -2.1% | -0.8% | u | 1.8%[0.369 µM] | 2% | i | u
CC(C)C(NC(=O)c1ccccc1NC(=O)c1ccco1)C(=O)O (configuration not stated) | -2% | 4% | 14% | 13% | -1.7% | -1.0% | u | 0.4% | 2% | 8% | -3%
COc1cc(S(=O)(=O)N2CCN(C(=O)c3ccccc3F)CC2)c(OC)cc1NC(C)=O | 5% | -5% | -6% | 14% | -1.0% | -0.1% | -1% | -0.4% | 0% | -4% | -1%
CCCn1c(-c2ccc(F)cc2)nc2c(NC3CCN(Cc4ccccc4)CC3)nc(C)nc21 | x | -7% | 20µM* | -8% | 0.0% | 0.5% | -6% | -0.9% | x | u | 6%
N[C@@H](Cn1cc(F)c(=O)[nH]c1=O)C(=O)O | x | 4% | -20%[25.6 µM] | -3% | 0.3% | -0.1% | -4% | x | 0% | 0% | u
O=C(CSCc1ccccc1)Nc1nccs1 | u | 8% | -21% | 4% | -2.0% | 0.5% | -2% | 1.2% | 6% | -11% | 4%
O=C(Nc1ccn(Cc2ccc(F)cc2)n1)c1ccncc1 | -5% | -11% | -1% | 2% | 0.5% | -0.6% | 8% | -0.2% | -1% | 5% | u
Cc1noc(C)c1-c1cc(NCc2cccnc2)ncn1 | 1% | -5% | -3% | -2% | -0.4% | 0.8% | 0% | -1.2% | -2%[9.22 µM] | u | -2%
CC(C)C(c1nnnn1Cc1ccccc1)N1CCN(Cc2ccc3c(c2)OCO3)CC1 (configuration not stated) | 10% | 1% | 2% | -12% | 1.0% | -0.1% | 1% | -0.1%[57.5 µM] | -1% | 8% | -21%
O=C1OC2(CCCCC2)OC(=O)C1=CNc1ccc2c(c1)OCO2 | 10% | -4% | -10% | 2% | -0.6% | -0.4% | -1% | 0.0%[57.5 µM] | 0% | 28% | 8%
CCOC(=O)C1=C(C)Nc2ncnn2C1/C=C/c1ccccc1 (configuration not stated) | -4% | -3% | 16% | 0% | -3.8% | -0.5% | -8% | 9.1% | 3% | -1% | u
CCc1ccc(NC(=O)c2noc3c2CCCCC3)cc1 | 9% | -2% | -2% | 2% | -0.5% | -0.3% | -1% | 1.2% | -1% | -17% | u
Cc1cc(N)n2ncc(-c3cccc(Br)c3)c2n1 | -29%[7.66 µM] | 2%[9.17 µM] | -23%[11.4 µM] | -2%[11.4 µM] | 1.5% | 0.5% | 11%[11 µM] | -1.1%[0.0738 µM] | 0% | -3%[11.4 µM] | 9%[7.6 µM]
O=C(O)C1=C(C(=O)Nc2ccc(F)c(Cl)c2)CCCC1 | -3% | 5% | 1% | 1% | -0.7% | -0.1% | 4% | x | -1% | 14% | -5%
CCOC(=O)Nc1ccc2c(c1)nc(CN1CCN(C(C)=O)CC1)n2C | 0% | 7% | 4% | -2% | 0.0% | 0.8% | 0% | -0.1% | 0% | 5% | -3%
Cc1ccc(C(CC(=O)O)Nc2nc(N3CCCCC3)nc(N3CCCCC3)n2)cc1 (configuration not stated) | 3% | -5% | -13% | -4% | 0.0% | 0.5% | -11% | -3.0% | 0% | 5% | u

Compound profiles, as listed above.
N=c1sccn1CC(=O)Nc1ccc(S(=O)(=O)N2CCOCC2)cc1 is entered as USP2a inh = -12%; Ub-GFP proteasome = -5%; 15-hLO inh = 2%; Pol III holo inh = -9%; BRCT PPI green = 0.0%; BRCT inh red = -0.4%; Hsp90 Hop PPI = 1%; HBB splicing = -0.9%; GFP derepression = -1%; HADH2 inhib = 11%; CRE Fsk mod = -6%
Clc1cc2c(c(Cn3cnc4ccccc43)c1)OCOC2 is entered as USP2a inh = 41%[activator]; Ub-GFP proteasome = -4%; 15-hLO inh = 18%; Pol III holo inh = 0%; BRCT PPI green = 6.3%; BRCT inh red = 0.7%; Hsp90 Hop PPI = 0%; HBB splicing = 1.0%; GFP derepression = -3%; HADH2 inhib = -22%; CRE Fsk mod = 8%

Assay outcomes deposited in PubChem by National Center for Advancing Translational Sciences (NCATS).

An excerpt; count on the stated rates, not on these rows.
